TMEM16A act: mouse TMEM16A channel activation, primary screen | Q8BHY3 | HEK293 TMEM16A/YFP-H148Q/I152L, iodide quench fluorescence; hits give low values | B-score at 10 µM | 340,000 tested, 0.3% active | AID 623877;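 active means fluorescence-ratio B-score plate-corrected deviation score at least 3 library SD below zero, with starting fluorescence score within 5 deviations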;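 further: channel opened by trigger with iodide after compound preincubation; score built on the fluorescence ratio of max minus min over baseline; more negative score means more quench and so TMEM16A activation or potentiation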
Target sequence (Q8BHY3 whole entry, looked up): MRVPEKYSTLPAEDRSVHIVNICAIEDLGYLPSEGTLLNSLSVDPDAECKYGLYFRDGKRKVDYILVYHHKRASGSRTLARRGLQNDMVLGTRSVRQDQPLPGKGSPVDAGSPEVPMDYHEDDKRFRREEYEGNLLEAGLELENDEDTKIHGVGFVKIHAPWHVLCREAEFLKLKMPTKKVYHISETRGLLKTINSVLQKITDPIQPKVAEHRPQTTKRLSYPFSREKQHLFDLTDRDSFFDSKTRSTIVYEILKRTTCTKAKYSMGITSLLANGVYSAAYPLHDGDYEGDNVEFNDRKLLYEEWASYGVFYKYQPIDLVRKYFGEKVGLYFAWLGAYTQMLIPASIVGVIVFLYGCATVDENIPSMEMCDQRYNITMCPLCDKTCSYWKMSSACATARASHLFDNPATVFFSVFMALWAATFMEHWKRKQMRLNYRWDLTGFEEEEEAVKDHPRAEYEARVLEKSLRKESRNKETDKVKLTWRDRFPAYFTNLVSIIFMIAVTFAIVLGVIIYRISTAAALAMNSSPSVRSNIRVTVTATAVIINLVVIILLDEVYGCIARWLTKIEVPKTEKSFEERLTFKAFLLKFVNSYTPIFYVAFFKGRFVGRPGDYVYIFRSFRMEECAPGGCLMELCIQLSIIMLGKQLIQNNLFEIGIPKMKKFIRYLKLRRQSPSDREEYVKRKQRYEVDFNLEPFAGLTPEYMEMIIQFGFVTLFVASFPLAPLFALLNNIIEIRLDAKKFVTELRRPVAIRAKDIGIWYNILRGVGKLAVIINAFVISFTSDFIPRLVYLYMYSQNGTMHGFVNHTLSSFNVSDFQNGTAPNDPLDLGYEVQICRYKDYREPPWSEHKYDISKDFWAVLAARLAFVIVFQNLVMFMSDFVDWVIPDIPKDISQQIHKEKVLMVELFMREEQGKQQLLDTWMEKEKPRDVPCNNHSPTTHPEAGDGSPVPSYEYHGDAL
TRPC4 agonist: activators of mouse TRPC4 channel; Q9QUQ5; 310,000 tested, 0.49% active; B-score at 10 µM; HEK293 TRPC4beta/mu-opioid, Fluo4 calcium fluorescence; hits give high values;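 active means B-score above 5 SD of library B-scores, and initial fluorescence ratio not above library mean plus 5 SD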;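 further: positive B-score marks a calcium rise read as TRPC4 activation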
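Technique: kinetic Fluo4 calcium fluorescence; Test system: TRPC4beta and mu-opioid receptor HEK293 stable cells; Measure: B-scored integrated calcium fluorescence ratio; Benchmarks: low control buffer alone, high control maximal DAMGO; Schedule: 45 min room-temperature Fluo4 loading, 110 s read.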
TRPC4 potent: TRPC4 (mouse) allosteric potentiation; 310,000 tested, 0.42% active; B-score at 10 µM; Q9QUQ5; HEK293 TRPC4beta/mu-opioid, DAMGO EC20, Fluo-4 Ca2+ flux; hits give high values;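 active means B-score of calcium response area above 5 SD of library B-scores, with initial fluorescence ratio within 5 SD of library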;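 further: B-score of integrated fluorescence ratio over time as area under calcium response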
hERG rescue: shields human hERG channel from block by proarrhythmic agents | Q12809 | CHO-hERG, FluxOR thallium flux, dofetilide IC70 present | activation (rescue from dofetilide block), less the hit threshold, % at 10 µM | 310,000 tested, 0.51% active;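 active means activation above the mean of controls blocked by dofetilide plus 5 SD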;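 further: thallium influx through hERG after potassium depolarization seen as dye fluorescence rise; in these data hits start at about 4.7%; inactives centre near -7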
KCNK3 block: human KCNK3 channel inhibition, primary screen; O14649; CHO-KCNK3 thallium flux, FluxOR fluorescence; hits give low values; B-score at 10 µM; 340,000 tested, 0.84% active;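 active means B-score under library mean minus 4 SD, starting fluorescence ratio at most library mean plus 5 SD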;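 further: more negative B-score means stronger inhibition of thallium flux through KCNK3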
KCNK9 inh: human KCNK9 channel inhibition | Q9NPC2 | HEK293 KCNK9, FluxOR thallium flux fluorescence; hits give low values | B-score at 10 µM | 310,000 tested, 1.2% active | AID 488922;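 active means ratio B-score over 3 SD below the library mean, with starting fluorescence within 5 SD of its mean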;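 further: negative B-score means less thallium flux so channel inhibition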
HDAC3 inhib: human HDAC3 inhibition; 320,000 tested, 0.15% active; recombinant HDAC3, fluorogenic peptide/trypsin coupled, fluorescence; inhibition, % at 8.3 µM; in the data active means inhibition above about 26%, passing the limit was not always enough; inconclusive means no clear call, values can overlap the other calls
KCNQ1 block: human KCNQ1 channel inhibition | P51787 | CHO-K1 KCNQ1, FluxOR thallium flux fluorescence; hits give high values | B-score at 10 µM | 310,000 tested, 1.3% active;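 active means compounds whose thallium flux B-score, printed positive for inhibition, exceeds three library SD while starting fluorescence stays within three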;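 further: channel opened by potassium depolarization with thallium stimulus after 20 min compound exposure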
Dyrk1A ADPGlo: blocks rat Dyrk1A kinase activity; ADP-Glo luminescence, NFATc1 peptide; inhibition, % at 12.5 µM; 310,000 tested, 0.43% active; in the data active means inhibition above about 50%;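 further: plate controls were vehicle with enzyme for no effect and no enzyme for full effect; many of its hits are not listed in these tables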
ANO1 block: blocks the mouse calcium-activated chloride channel TMEM16A; Q8BHY3; HEK293 TMEM16A/YFP iodide influx fluorescence, ionomycin; normalized B-score (activity score, 25-100; higher = stronger inhibition) at 10 µM; 310,000 tested, 1.2% active;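 active means ratio plate-corrected score three or more library SD toward inhibition, starting fluorescence score within five deviations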;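 further: score derived from kinetic fluorescence span divided by baseline fluorescence per well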
KCNQ1 pot: potentiators or activators of human KCNQ1 potassium channel | 310,000 tested, 0.35% active | B-score at 10 µM | CHO-K1 KCNQ1, thallium flux FluxOR fluorescence; hits give high values | P51787;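 active means fluorescence ratio B-score, a plate-corrected score, at least three library SD, with initial intensity B-score within 5 SD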
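Assay system: CHO-K1 cells stably expressing KCNQ1. Medium: assay buffer for compound exposure, DMSO matched across wells. Timing: 37 °C overnight plating, 90-min dark dye load, 20-min compound pretreatment. Signal: kinetic FluxOR fluorescence, 10 s baseline plus 110 s post-stimulus.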
* = called active by the depositor; i = inactive; u = inconclusive; x = no result given. The list is partial (hit frequency here may not be typical).

SMILES	TMEM16A act	TRPC4 agonist	TRPC4 potent	hERG rescue	KCNK3 block	KCNK9 inh	HDAC3 inhib	KCNQ1 block	Dyrk1A ADPGlo	ANO1 block	KCNQ1 pot
CC(NC(=O)C1CCC(CNc2c(N3CCCCC3)c(=O)c2=O)CC1)c1ccccc1 (configuration not stated)	i	i	i	-14	i	i	-10	i	2	i	i
Cc1cc(NC(=O)c2c(F)cccc2F)n(-c2nc3ccccc3[nH]2)n1	i	i	i	-16	i	i	1	i	-8	i	i
COC(=O)c1ccc(/C=N/OCC(=O)NC2CCCCCCC2)cc1	i	i	i	-11	i	i	-2	i	20	i	i
CN(C)C(=O)c1ccc(NC(=O)c2cncc(Br)c2)cc1	i	i	i	2	i	i	-6	i	13	i	i
O=C(Nc1cccc(NC(=O)c2ccccc2F)c1)c1ccccc1	i	i	i	-9	i	i	6	i	0	i	i
COc1cccc(NC(=O)COC(=O)CCOc2ccccc2OC)c1	i	i	i	-7	i	i	-2	i	-3	i	i
Oc1c(CN2CCN(c3ccc(F)cc3)CC2)cc(Cl)c2cccnc12	i	i	i	-3	i	i	8	i	8	i	i
COc1ccnc(N=CNOCc2cccc(C(F)(F)F)c2)c1C#N	i	i	i	-4	i	i	-3	i	-2	i	i
Cc1ccc(NC(=O)C(C)OC(=O)/C=C/c2ccccc2)cc1S(=O)(=O)N1CCOCC1 (configuration not stated)	i	i	i	-14	i	i	x	i	1	i	i
Cc1ccc2c(c1)-c1[nH]c(=S)ncc1CS2	i	i	i	-7	i	i	0	i	0	i	i
COc1ccc(NC(=O)C23CC4CC(C2)CC(n2cnc(Br)n2)(C4)C3)c(OC)c1	i	i	i	-1	i	i	-4	i	3	i	i
Cc1cc(Br)ccc1OCC(=O)NNC(=O)Cc1ccccc1	i	i	i	-7	i	i	-8	i	-55	i	i
O=C(NC(=S)Nc1ccc([N+](=O)[O-])cc1O)C1CCCCC1	i	i	i	-10	i	i	2	i	x	i	i
COCCNC(=O)C(c1cccs1)N(Cc1cccs1)C(=O)Cn1nnc2ccccc21 (configuration not stated)	x	i	i	-4	i	i	4	i	-6	i	i
Cc1ccc(SCc2[nH]nc3c2C2(C(=O)N(C)c4ccccc42)C(C#N)=C(N)O3)cc1 (configuration not stated)	i	i	i	-3	i	i	9	i	1	i	i
Cc1ccccc1C(=O)Oc1cccc(Nc2ncnc3ccccc23)c1	i	i	i	-32	-8.8*	-7.2*	4	11*	0	25*	i
Cc1cccc(N2CCN(C(=O)c3ccc4c(c3)c(C)c(C)n4C)CC2C)c1 (configuration not stated)	i	i	i	-11	i	i	1	i	-11	i	i
Cc1ccc(C2CC(c3ccc(Cl)cc3)=NNC2=O)cc1 (configuration not stated)	i	i	i	-5	i	i	4	i	-4	i	i
C/C(=N\Nc1nccnc1Cl)c1c(F)c(F)c(F)c(F)c1F	i	i	i	-6	i	i	-1	i	-4	i	i
C=CCOc1cccc(C2C(C(=O)c3ccc(C)o3)=C(O)C(=O)N2c2nccs2)c1 (configuration not stated)	i	i	i	-21	i	i	4	i	3	i	i
CCOC(=O)C1=C(COC(=O)Cc2ccc(Br)cc2)NC(=O)NC1C (configuration not stated)	i	i	i	-15	i	i	2	i	1	i	i
CCOC(=O)CSc1nc2cccnc2n1-c1ccc(F)cc1	i	i	i	-2	i	i	-4	i	1	i	i
C/C(CC(=O)Nc1ccc2ccccc2c1)=N\NC(=O)c1ccc(O)c(O)c1	i	i	i	-6	i	i	2	i	12	i	i
O=C(NC(c1ccccc1)c1c(O)ccc2ccccc12)c1ccccc1Cl (configuration not stated)	i	i	i	-7	-9.4*	-10*	14	i	2	i	i
NC(=O)Cn1nnc(-c2ccccc2NC(=O)c2cnccn2)n1	i	i	i	-12	i	i	-6	i	0	i	i
New compounds follow:
SMILES	TMEM16A act	TRPC4 agonist	TRPC4 potent	hERG rescue	KCNK3 block	KCNK9 inh	HDAC3 inhib	KCNQ1 block	Dyrk1A ADPGlo	ANO1 block	KCNQ1 pot
COCCNC(=O)c1ccc(CS(=O)(=O)c2c(Cl)cccc2Cl)o1	i	i	i	-4	i	i	-5	i	9	i	i
CCOC(=O)[C@@H]1[C@H]2COc3ccccc3[C@@H]2N2C(=O)N(c3ccc(Cl)cc3)C(=O)[C@@]12C	i	i	i	-10	i	i	-3	i	7	i	i
COc1ccc(CCNC(=O)c2ccc(CNS(=O)(=O)c3cccc(Cl)c3)cc2)cc1OC	i	i	i	-9	i	i	9	i	-5	i	i
CCCCc1nc2cc(C(=O)N3CCNC(=O)C3)ccc2o1	i	i	i	-5	i	i	1	i	4	i	i
COc1ccc(N2CCN(C(=O)CC(C)S(=O)(=O)c3ccc4c(c3)NC(=O)CO4)CC2)cc1 (configuration not stated)	i	i	i	-14	i	i	2	i	-1	i	i
C=CCn1c(SCCCc2ccccc2)nc2c1c(=O)[nH]c(=O)n2C	i	i	i	-7	i	i	1	i	-2	i	i
OCC1(Cc2ccccc2)CCN(CCCC2CCCC2)CC1	i	i	i	-11	i	i	-3	i	0	i	i
CCOCCSc1n[nH]c(=O)n1CCc1ccccc1	i	i	i	-3	i	i	x	i	2	i	i
CCC(C)N(C(=O)c1csnn1)C(C(=O)NC1CCCC1)c1ccc(F)cc1 (configuration not stated)	i	i	i	-6	i	i	1	i	0	i	i
CC(C)CCN1C(=O)c2ccc(C(=O)Nc3ccc(O)cc3C(=O)O)cc2C1=O	i	i	i	-3	i	i	5	i	10	i	i
CCn1c(C)cc(=S)c2ccccc21	i	i	i	-11	i	i	6	i	23	i	i
O=C1OC2(CCCCC2)OC(=O)C1=CNc1ccc2c(c1)OCO2	i	i	i	-13	i	i	-2	i	7	i	i
Cc1ccc(NC(=S)NC2CCCCC2)cc1S(=O)(=O)N(C)C	i	i	i	-19	i	i	6	7*	-4	i	i
O=C(C(Sc1ccccc1)c1ccc(Br)cc1)N1CCOCC1 (configuration not stated)	i	i	i	-8	i	i	4	i	1	i	i
COc1cccc(-c2c(C(=O)N/N=C/c3ccc(C)o3)nnn2-c2nonc2N)c1	i	i	i	-3	i	i	u	i	0	i	i
O=S(=O)(c1cccs1)N1CCN(S(=O)(=O)c2cccs2)CC1	i	i	i	-3	i	i	-9	i	1	i	i
COc1ccc(C(=O)CSc2nnc(CNC(=O)c3ccc(S(=O)(=O)N(C)C)cc3)o2)cc1	i	i	i	-1	i	i	u	i	-2	i	i
NCc1cc2c3c(c1)CCCN3CCC2	i	i	i	2	i	i	0	i	2	i	i
CCN(CC)S(=O)(=O)c1ccc(N2CCOCC2)c(NC(=O)C2CC2)c1	i	i	i	-15	i	i	-3	i	-10	i	i
O=C(Nc1ccc(F)cc1F)c1c(C(F)(F)F)ccnc1Oc1ccc(Cl)cc1	i	i	i	-9	i	i	-1	i	10	i	i
COc1ccc(CN2CCNC(=O)C2CC(=O)NCCc2cnccn2)cc1C (configuration not stated)	i	i	i	-7	i	i	x	i	-1	x	i
O=C(CSc1nnc(SCC(=O)c2ccco2)s1)c1ccco1	i	i	i	-6	i	i	2	i	27	i	i
O=C(c1cccc2ccccc12)N1CCN(c2ccccc2F)CC1	i	i	i	-15	i	i	8	i	0	i	i
O=[N+]([O-])c1ccc(-c2ccn[nH]2)o1	i	i	i	-8	i	i	11	i	0	i	i
O=C(O)c1ccccc1C(=O)Nc1nc(-c2ccc3ccccc3c2)cs1	i	i	i	0	i	i	-5	i	-4	i	i
(listing goes on)
SMILES	TMEM16A act	TRPC4 agonist	TRPC4 potent	hERG rescue	KCNK3 block	KCNK9 inh	HDAC3 inhib	KCNQ1 block	Dyrk1A ADPGlo	ANO1 block	KCNQ1 pot
CC1CC(C)CN(C(=O)COC(=O)Cc2ccc(Cl)cc2)C1 (configuration not stated)	i	i	i	-4	i	i	-3	i	11	i	i
Cc1c(/C=C/C(=O)c2cccs2)cnn1C	i	i	i	-17	i	i	10	i	3	i	i
CCOC(=O)c1c(O)c2c(n(Cc3ccco3)c1=O)CCCC2	i	i	i	-4	i	i	-5	i	6	i	i
O=C1NCCN1c1ccc(CN2CCN(C3CCCCC3)C(CCO)C2)cc1 (configuration not stated)	i	i	i	-12	i	i	-3	i	-11	i	i
COc1cc(C(CC(=O)N2CCOCC2)c2c(OC)cc(OC)c3ccc(=O)oc23)cc(OC)c1OC (configuration not stated)	i	i	i	-9	i	i	9	i	1	i	i
O=S(=O)(c1ccccc1)N1CCC(O)(CSc2ccccc2)CC1	i	i	i	-5	i	i	-2	i	1	i	i
CCN(CCNC(=O)c1ccc(CSc2nc3ccncc3[nH]2)cc1)c1ccccc1	i	i	i	-33	i	i	10	i	19	i	i
CCOC(=O)C1(CCc2ccccc2)CCN(Cc2c(O)cccc2OC)CC1	i	79*	i	-21	i	i	0	i	7	i	i
COc1ccc(C(=O)NC(=S)Nc2cccc(S(=O)(=O)N3CCOCC3)c2)cc1	i	i	i	-8	i	i	2	i	14	25*	i
COC(=O)c1cnn2c(C(F)(F)F)cc(-c3ccc(F)cc3)nc12	i	i	i	-2	i	i	-6	i	-2	i	i
Cn1c(=O)[nH]c(=O)c2c1nc1n2CCCN1CCc1ccccc1	i	i	i	-5	i	i	-4	i	4	i	i
CC1COc2ccccc2N1C(=O)c1ccccc1Cl (configuration not stated)	i	i	i	-6	i	i	7	i	0	i	i
CCOc1ccc(CN2CCNC(=O)C2CC(=O)NCCCOc2cccnc2)cc1 (configuration not stated)	i	i	i	-2	i	i	-2	i	-2	i	i
Oc1ccc(-c2nc3ccccc3nc2-c2ccccc2)cc1	i	i	i	-13	i	i	0	7*	x	i	i
O=C(CCN1C(=O)c2ccc([N+](=O)[O-])cc2C1=O)Nc1ccc(O)cc1C(=O)O	i	i	i	-2	i	i	4	i	5	i	i
O=C(NCCC(=O)N1CCN(C(=O)c2ccco2)CC1)c1ccc(Br)cc1	i	i	i	-16	i	i	-3	i	3	i	i
O=C(O)c1ccccc1N=Nc1c(O)[nH]c2ccc([N+](=O)[O-])cc12	i	i	i	-5	i	i	8	i	9	i	i

Records listed above printed as active in KCNQ1 block.
| SMILES | TMEM16A act | TRPC4 agonist | TRPC4 potent | KCNK3 block | KCNK9 inh | HDAC3 inhib | KCNQ1 block | Dyrk1A ADPGlo | KCNQ1 pot |
| --- | --- | --- | --- | --- | --- | --- | --- | --- | --- |
| Cc1ccccc1C(=O)Oc1cccc(Nc2ncnc3ccccc23)c1 | i | i | i | -8.8* | -7.2* | 4 | 11* | 0 | i |
| Cc1ccc(NC(=S)NC2CCCCC2)cc1S(=O)(=O)N(C)C | i | i | i | i | i | 6 | 7* | -4 | i |
| Oc1ccc(-c2nc3ccccc3nc2-c2ccccc2)cc1 | i | i | i | i | i | 0 | 7* | x | i |

Assay outcomes as filed in PubChem BioAssay.
